GPR35 antagonists: inhibition of zaprinast-stimulated GPR35 beta-arrestin translocation – imaging, U2OS, beta-arrestin-GFP, zaprinast agonist, primary screen (AID 2058) | U2OS GPR35 beta-arrestin-GFP translocation imaging, zaprinast antagonism; higher % means a stronger effect | inhibition, % at 10 µM; hits with a dose series show IC50 in µM | 290,000 tested, 0.052% active;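 active = inhibition of at least 50% with at least 30 cells and total cytoplasm GFP at most 10,000,000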
SV40 large T antigen: TAg ATPase/helicase activity blockers – biochemical (AID 1903). inhibition, % at 20 µM, or IC50 in µM where a hit was titrated. 310,000 tested, 0.39% active. SV40 large T antigen ATPase/helicase inhibition assay; higher % means a stronger effect; in the data active = a potency from the dose series; note: strong numbers were not always called active
CSM14.1 death rescue: rescue of cells from ER stress-induced death, primary screen, 384-well, CSM14.1, thapsigargin, ATP luminescence (AID 1222); cellular ATP content (survival), % at 20 µM; hits with a dose series show EC50 in µM; 190,000 tested, under 10 active; CSM14.1 thapsigargin-induced death rescue, ATP luminescence; higher % means a stronger effect;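 active = EC50 below 50 µM in the dose-response confirmation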;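 note: death triggered by thapsigargin at about 15 µM added after 2 h compound pretreatment; cell ATP read after overnight thapsigargin exposure of roughly 18 to 22 hours; normalized against plate controls of thapsigargin alone and 5% DMSO vehicle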
West Nile virus CPE: inhibition of WNV-induced cytopathic effect – cell-based, CPE readout (AID 1621). West Nile virus-infected cells, CPE inhibition; higher % means a stronger effect. CPE inhibition, % at 10 µM, or IC50 in µM where a hit was titrated. 290,000 tested, 0.02% active; in the data active = a potency from the dose series; note: strong numbers were not always called active
Rac1 GTP hydrolysis: MgcRacGAP GTPase-activating activity inhibitors, confirmation, biochemical, ADP Hunter fluorescence; MgcRacGAP-stimulated Rac1 GTP hydrolysis, ADP Hunter fluorescence; higher % means a stronger effect; GST-tagged Rac1 F28L mutant substrate; inhibition, % at 30 µM; hits with a dose series show IC50 in µM; 340,000 tested, 0.6% active; AID 624330;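 active = first-screen hits whose inhibition reached a set limit at any dose in the follow-up dose series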;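 note: fluorescence reports GDP produced by GAP-driven GTP hydrolysis; strong numbers were not always called active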
RSV CPE inhibition: RSV antiviral activity via CPE protection, HEp-2 cells, primary 10 µM value included (AID 2391) | HEp-2 cells, RSV-induced CPE inhibition; higher % means a stronger effect | one-dose CPE inhibition, % at 10 µM; IC50 in µM for titrated hits | 310,000 tested, 0.13% active; in the data active = a potency from the dose series; note: strong numbers were not always called active
Salmonella PhoP GFP: PhoP-dependent GFP reporter repression – Salmonella Typhimurium, primary screen (AID 1863) | S. Typhimurium PhoP-regulated promoter GFP reporter, 4 h; higher % means a stronger effect | inhibition, % at 50 µM, or IC50 in µM where a hit was titrated | 300,000 tested, 0.16% active;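 active = inhibition over 29.93%, a cutoff 3 SD above the screen mean, later confirmed by dose response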;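 note: 0% = low Mg2+ inducing control and 100% = high Mg2+ repressing control; strong numbers were not always called active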
LYP inhibition: PTPN22 lymphoid phosphatase activity blockers – biochemical, fluorescence intensity, uHTS (AID 1779); recombinant LYP phosphatase, fluorescence intensity; higher % means a stronger effect; 290,000 tested, 0.054% active; one-dose inhibition, % at 11.5 µM; IC50 in µM for titrated hits; in the data active = inhibition above about 50%;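 note: plate controls were vehicle with enzyme for no effect and no enzyme for full effect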
Dengue-2 NS5 capping: flavivirus cap methylation enzyme inhibition – biochemical, confirmation dose response, primary screen (AID 588689). inhibition, % at 25 µM, or IC50 in µM where a hit was titrated. 340,000 tested, 0.3% active. Dengue-2 NS5 methyltransferase capping enzyme assay, biochemical; higher % means a stronger effect; in the data active = a potency from the dose series
Dengue-2 NS5 capping pilot replicate: also measured in Dengue-2 NS5 capping; calls as there; inhibition, %; measured here: pilot screen replicate inhibition
Starred values were filed as active, the others as inactive; . = no result given.

SMILES | GPR35 antagonists | SV40 large T antigen | CSM14.1 death rescue | West Nile virus CPE | Rac1 GTP hydrolysis | RSV CPE inhibition | Salmonella PhoP GFP | LYP inhibition | Dengue-2 NS5 capping | others
Cc1ccc(C(=O)CNc2ccc(F)cc2)cc1 | . | 8% | -1.3% | -0.1% | 5% | 2.4% | 0% | 0% | -4%
COc1ccc2[nH]c(C)c(CCNc3ccc(C(F)(F)F)cc3[N+](=O)[O-])c2c1 | -8% | -2% | 1.0% | 0.7% | 8% | 17% | 11% | 1% | -2%
CCn1c(COc2cccc3cccnc23)nnc1SC(F)F | -3% | 3% | -1.4% | -0.6% | 5% | 1.8% | -2% | -6% | 1%
O=C(Nc1ccc(Cl)cn1)c1ccccc1F | 7% | 18% | -2.9% | 0.3% | -8% | 2.4% | 10% | -2% | -2%
Cc1ccc(NC(=O)CSCc2nc3c(nnn3Cc3ccc(F)cc3)c(=O)[nH]2)c(C)c1 | 12% | 2% | -0.6% | -0.2% | 4% | -0.3% | -2% | -8% | 1%
CC1(C)CC(NC(=O)c2ccccc2F)CC(C)(C)N1 | 18% | -8% | . | -0.2% | 5% | -0.4% | 6% | -6% | -10%
Clc1ccc(-c2nnc(-c3ccccc3)nc2N2CCSCC2)cc1 | 3% | 21% | -3.3% | -0.4% | 10% | 0.9% | -4% | -5% | -3%
CNC(=O)c1csc(-c2cccs2)n1 | -3% | 5% | . | 0.0% | 12% | -0.2% | -3% | -2% | -6%
Clc1ccc(-n2c(SCc3nc4ccccc4[nH]3)nnc2-c2ccncc2)cc1 | 9% | 3% | 0.7% | -0.8% | 2% | 0.3% | -3% | -6% | -5%
O=C(CSc1nnc(CNC(=O)c2ccccc2F)o1)NC1CCCC1 | 12% | 8% | . | 0.0% | -3% | 0.9% | -3% | -4% | -15%
CCOCCCNCc1cc(Br)ccc1OCc1ccccc1 | -2% | 9% | -2.1% | -2.0% | 3% | -0.2% | -2% | -8% | 4%
C=CCNC(=O)NC(=O)c1csc([N+](=O)[O-])c1 | -6% | 11% | . | 0.3% | -3% | . | -3% | 1% | 5%
CCn1cc(C(=O)NC2CCCCC2C)c(=O)c2ccc(C)nc21 (centres undefined) | -14% | 3% | 4.1% | 0.6% | 3% | 0.5% | 8% | -6% | -2%
CN1CCN(c2ccc(S(=O)(=O)N3CCCCC3)cc2[N+](=O)[O-])CC1 | 4% | 24% | . | 0.2% | 5% | -1.1% | 2% | 0% | 7%
Cn1ccsc1=NC(=O)c1ccc(OC(F)(F)F)cc1 | -2% | 7% | . | 2.1% | 7% | 11% | -6% | -4% | -4%
Cc1ccc(S(=O)(=O)NCCC(=O)NC(C)c2ccccc2)cc1 (centres undefined) | 1% | 7% | . | -0.3% | 10% | -0.2% | 0% | -9% | 3%
CNCCCc1[nH]nc(N)c1C#N | . | 15% | . | 0.3% | 9% | 0.4% | -8% | . | -1%
COc1ccc(N(C)S(=O)(=O)c2cccc(C(=O)N(C)Cc3ccc(C)o3)c2)cc1 | 2% | 10% | 0.0% | -0.7% | -1% | -0.1% | -3% | 2% | -8%
O=C(C#Cc1ccccc1)Nc1cccc(F)c1 | 1% | 3% | . | 1.6% | 8% | -3.1% | 5% | -6% | -7% | Dengue-2 NS5 capping pilot replicate=-0.9
COc1ccc2nnc(-c3ccccc3)n2n1 | 1% | 8% | -0.8% | -0.2% | 11% | 6.0% | -2% | -13% | -4%
O=C(NCc1ccco1)c1ccc(Cn2c(=S)[nH]c3ccccc3c2=O)cc1 | 0% | 4% | -0.9% | 1.1% | -1% | -1.9% | -2% | -6% | -12%
Cc1ccc(NS(=O)(=O)c2c(C)nc3sccn3c2=O)c(C)c1 | 23% | 21% | . | -0.7% | 4% | 2.0% | . | -6% | 1%
Cc1ccc(NC(=O)Nc2cc(C)on2)cc1 | -9% | 0% | -0.8% | -0.5% | 8% | 4.1% | 6% | -4% | -1%
CCCCNC(=O)c1cc2c(=O)n3cccc(C)c3nc2s1 | -9% | 5% | . | -0.9% | 11% | 4.2% | -8% | -12% | -4%
CC(=O)c1ccc(N2CCN(C(=O)Nc3ccc(C(C)C)cc3)CC2)cc1 | 4% | -2% | 2.4% | 0.1% | 7% | -1.0% | 2% | -1% | -1%
Clc1ccc(-c2nc(NCCN3CCOCC3)c3ccccc3n2)cc1 | 6% | 2% | 0.6% | -0.1% | 3% | 6.5% | -7% | -10% | -4%
CC1CCN(CCOCCOc2ccccc2-c2ccccc2)CC1 | 13% | 2% | 0.8% | -1.4% | 26% | 0.1% | 18% | 3% | -6%
O=C(CCN1CCCCC1=O)NC1CCCN(Cc2ccc(Cl)cc2)C1 (centres undefined) | -7% | -5% | . | -0.5% | 7% | 0.2% | 7% | -5% | -5%
Nc1ccc(C(=O)OCC(=O)N2CCN(C(=O)c3ccco3)CC2)cc1[N+](=O)[O-] | 1% | 9% | -0.8% | -0.1% | 6% | 4.3% | 6% | -2% | -10%
COc1ccc(-c2cc3ccccc3n2CC(O)CN2CCCCC2)cc1 (centres undefined) | -1% | 9% | . | -0.3% | 110µM* | -2.6% | -8% | -10% | 2%
CC(C)C(NC(=O)c1ccccc1NC(=O)c1ccco1)C(=O)O (centres undefined) | 9% | 19% | -3.0% | 0.7% | 3% | -0.1% | -2% | -3% | -1%
Cc1cccc(C)c1N1C(=O)c2cccc([N+](=O)[O-])c2C1=O | 3% | 6% | -1.8% | 1.1% | 8% | 2.2% | 0% | -2% | -3%
Cc1cc(Cl)c(S(=O)(=O)N2CCSCC2)cc1OCC(N)=O | 1% | 8% | -1.9% | 0.1% | 0% | 2.6% | 6% | 2% | 2%
CCOc1cccc(-c2cc(=O)[nH][nH]2)c1 | 1% | 11% | -2.7% | 0.4% | 19% | 0.4% | -8% | -4% | -2%
O=c1cc(Cl)[nH]c(=O)n1CCNc1ncc(C(F)(F)F)cc1Cl | 5% | 9% | -2.5% | 0.1% | 2% | 7.2% | 0% | -3% | -64%
CCCCn1c(N)c(N(CCOC)C(=O)CSc2n[nH]c(-c3ccc(OC)cc3)n2)c(=O)[nH]c1=O | 11% | 20% | . | -0.1% | 4% | 1.4% | 10% | -8% | -7%
Cn1cc(S(=O)(=O)N2CCN(c3cccc(Cl)c3)CC2)c(=O)n(C)c1=O | 3% | 14% | . | -0.4% | 11% | 0.4% | . | -12% | -1%
CC(C)Oc1ccc(-c2nc(NCC3CCCO3)c3ccccc3n2)cc1 (centres undefined) | 14% | 11% | . | -0.8% | 7% | . | -2% | -6% | -3%
CC1CCc2sc(C(=O)NC(C)C3CCCO3)cc2C1 (centres undefined) | 0% | -6% | . | 0.3% | 6% | 1.3% | 3% | -3% | -6%
COc1ccccc1/C=C/C(=O)Nc1ccc(S(=O)(=O)Nc2cc(C)nc(C)n2)cc1 | -20% | 11% | . | -0.3% | 5% | 2.1% | -4% | 1% | -4%
Cc1c2cnn(CC(=O)NCCCN3CCCCC3)c(=O)c2c(C)n1Cc1ccccc1 | -13% | 15% | . | 0.0% | 4% | 0.9% | . | -10% | 1%
O=C(NCc1cc([N+](=O)[O-])ccc1O)c1cccnc1Sc1ccc(Cl)cc1 | -6% | 3% | . | -0.2% | 7% | 9.6% | 2% | 0% | -8%
Cc1cccc(NC(=O)C2CCN(S(=O)(=O)c3cccs3)CC2)n1 | -2% | 9% | -2.0% | 0.1% | 2% | -0.2% | 5% | -4% | -7%
COc1ccc(S(=O)(=O)NCCCc2ccccc2)cc1 | . | 8% | . | . | -3% | 2.3% | . | . | -1%
COc1ccc(C2C3=C(NCCN=C3c3ccccc3)C(=O)N2c2ccccc2)c(OC)c1 (centres undefined) | -19% | 7% | -1.3% | 0.6% | -10% | 1.3% | -1% | -2% | -8%

For reference, 3 of the compounds above.
SMILES | GPR35 antagonists | SV40 large T antigen | CSM14.1 death rescue | West Nile virus CPE | Rac1 GTP hydrolysis | RSV CPE inhibition | Salmonella PhoP GFP | LYP inhibition | Dengue-2 NS5 capping | others
Cc1ccc(C(=O)CNc2ccc(F)cc2)cc1 | . | 8% | -1.3% | -0.1% | 5% | 2.4% | 0% | 0% | -4%
COc1ccc2[nH]c(C)c(CCNc3ccc(C(F)(F)F)cc3[N+](=O)[O-])c2c1 | -8% | -2% | 1.0% | 0.7% | 8% | 17% | 11% | 1% | -2%
CCn1c(COc2cccc3cccnc23)nnc1SC(F)F | -3% | 3% | -1.4% | -0.6% | 5% | 1.8% | -2% | -6% | 1%

The list goes on.
SMILES | GPR35 antagonists | SV40 large T antigen | CSM14.1 death rescue | West Nile virus CPE | Rac1 GTP hydrolysis | RSV CPE inhibition | Salmonella PhoP GFP | LYP inhibition | Dengue-2 NS5 capping | others
CC(=O)N(Cc1cc(=O)[nH]c2ccccc12)c1cccc(C)c1 | -1% | 33% | -0.3% | -0.2% | 17% | 3.6% | -32% | -2% | -7%
Cc1ccc(Sc2sc(=O)n(C)c2S(=O)(=O)c2ccc(C)cc2)cc1 | -2% | 4% | -3.0% | -0.7% | 1% | 9.5% | -6% | 5% | -2%
CCCS(=O)(=O)c1c(S(=O)(=O)CCC)c2c(N)cccn2c1C(=O)OC | -3% | 4% | 0.7% | 0.8% | -1% | -1.1% | -4% | -4% | -7%
C/C(=N\Nc1nc(C(C)(C)C)cs1)c1ccc(O)cc1 | 16% | 16% | . | -1.4% | 10% | 8.2% | 10% | -7% | -5%
O=C(O)CCC(=O)N1N=C(c2ccccc2)CC1c1ccc(Br)cc1 (centres undefined) | 8% | 11% | . | -0.1% | 7% | 0.7% | -5% | -3% | -5%
CC1CCc2ccccc2N1C(=O)c1cccs1 (centres undefined) | -6% | 11% | -0.6% | -0.7% | 3% | 3.5% | 2% | -12% | -9%
O=C(COc1cccc(NC(=O)c2cccc([N+](=O)[O-])c2)c1)c1ccc(Br)cc1 | -4% | 1% | 3.4% | 1.4% | 2% | 5.4% | -3% | 2% | 2%
O=C(O)c1cccc(NC(=O)c2ccc(N3C(=O)c4ccc(C(=O)Nc5cccc(C(=O)O)c5)cc4C3=O)cc2)c1 | 13% | 9% | . | -0.1% | 4% | 1.1% | -4% | 0% | 1%
COc1ccccc1OCCOCCN1CCCC1 | -1% | 9% | . | 0.0% | 32% | 1.4% | 0% | -13% | 4%
COc1ncnc2c1cnn2-c1ccccc1 | 9% | 7% | -1.2% | 0.4% | -3% | 3.3% | -2% | -6% | 1%
O=C(NNS(=O)(=O)c1cccc(Cl)c1Cl)c1cccc(S(=O)(=O)N2CCOCC2)c1 | -2% | 8% | -0.7% | 0.0% | -3% | -0.1% | 0% | 2% | -4%
CCN1CCN(C(=O)CN(c2cc(OC)ccc2OC)S(C)(=O)=O)CC1 | -4% | 2% | -2.2% | -0.2% | -6% | -0.5% | 0% | -6% | -7%
CSc1nc2ccc(NS(=O)(=O)c3ccc4c(c3)OCCO4)cc2s1 | 3% | 12% | 0.1% | -0.2% | 11% | -1.1% | 24% | 1% | 0%
CCN(CC)CCNC(CC(=O)Nc1ccc(Cl)cc1Cl)C(=O)O (centres undefined) | -8% | 4% | -2.6% | 0.0% | 2% | 4.7% | 0% | -8% | -1%

Screens deposited in PubChem by several laboratories.
